Screening data: PubChem, several laboratories
PMI inhibition – MPI inhibition at elevated mannose 6-phosphate – biochemical, fluorescence intensity, high mannose 6-phosphate, primary screen (AID 1220); inhibition, % at 20 µM; hits with a dose series show IC50 in µM; recombinant PMI enzyme, coupled fluorescence intensity; higher % means a stronger effect; 0.66% of 190,000 active
Yfh1-depleted yeast – enhancers of respiration in Yfh1-depleted yeast, dose response, Friedreich's ataxia, plus single-dose screen (AID 1465); S. cerevisiae Yfh1-off respiration, WST-1 reduction, 72 h; higher fold induction means a stronger effect; fold induction at 50 µM, or EC50 in µM where a hit was titrated; 0.074% of 220,000 active;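 active means fold induction of absorbance versus untreated yeast above a set limit, then at least 30% activation at any dose in follow-up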;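 further: activators that raise dye reduction in frataxin-depleted yeast; strong numbers were not always called active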
Dynein transport – blocks dynein driven cargo transport along microtubules; 3617.4 mouse cells, GR-EGFP nuclear translocation imaging; test concentration mostly 20 µM; stimulated with dexamethasone, 1 µM; active compounds read low; z-score, hits read low; 0.47% of 220,000 active;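 active means plate z-score of nuclear minus cytoplasmic receptor signal below a set negative limit, without overly bright fluorescence or cell loss, cut at about -3.5 in these data, passing the limit was not always enough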;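 further: z-score of nuclear minus cytoplasmic ring GR-EGFP intensity difference per well; some compounds called inactive have numbers as strong as hits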
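medium = tetracycline-free induction medium containing charcoal-stripped FBS | probe or stimulus = dexamethasone, 1.0 µM final | timing = 48 h induction, then 1 h compound, then 30 min agonist, 37 °C | detection = automated 10x imaging of fixed Hoechst-stained cells | read-out basis = nuclear versus cytoplasmic GR-EGFP signal, averaged per well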
b-catenin transl – beta-catenin nuclear translocation modulation; AID 1665; HeLa beta-catenin nuclear translocation, immunofluorescence imaging; 0.3% of 190,000 active; nuclear translocation activity, % at 5 µM;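 active means nuclear translocation activity above 50% at 5 µM, with a well cell count of 50 or more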;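 further: per-cell ratio of nuclear to cytoplasmic median beta-catenin stain intensity; plate controls were DMSO negative control for no effect and GSK-3 inhibitor IX positive control for full effect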
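assay system = human HeLa cells, endogenous beta-catenin | times = compound treatment 24 h, 37°C, 5% CO2 | detection = Anti-beta-catenin immunofluorescence on PFA-fixed, Triton-permeabilized cells, DAPI nuclei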
human PMI inhibition – inhibitors of human PMI, primary screen, biochemical, fluorescence intensity, coupled assay (AID 1209); purified PMI enzyme, coupled fluorescence intensity; higher % means a stronger effect; inhibition, % at 20 µM; hits with a dose series show IC50 in µM; 0.42% of 190,000 active;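 further: plate controls were DMSO vehicle for no effect and wells lacking substrate for full effect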
Insulin prom up – MIN6 insulin promoter up-regulation. 0.3% of 190,000 active. AID 1625. z-score at 5 µM. MIN6 insulin promoter-GFP reporter, high-content imaging; active compounds read high;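 active means z-score above 3 at 5 µM with at least 500 cells counted in the well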
MT stabilize HCS – microtubule stabilizers in HeLa cells | HeLa tubulin immunostaining HCS, 24 h; share of cells brighter than vehicle mean+2SD | % tubulin-high responders, % at 10 µM | 0.83% of 200,000 active;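 active means plate Z-score above 3 for both tubulin-high and condensed-nucleus cell shares, with cell loss under 80%, at 10 µM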;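 further: anti alpha tubulin signal scored within the nucleus-defined area of each cell; some results filed as inactive read as strong as hits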
Autophagy mod – autophagy modulation, high-content screen. MEF GFP-LC3 puncta imaging; test concentration mostly 10 µM. calls only at 10 µM (by protocol). 0.98% of 190,000 active;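 active means percentage of spot-positive cells more than 3 SD above its plate mean, without a fluorescence outlier flag or 80% toxicity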;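 further: spot-positive cell cutoff set from DMSO-treated cells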
WT yeast gro inh – growth inhibition of WT yeast, mitochondrial fusion screen; mitochondrial fusion phenotypic screen, WT strain; 2.1% of 190,000 active; inhibition, % at 10 µM; AID 1362; in the data active means inhibition above about 58%; tested in S. cerevisiae
WT yeast gro inh mutant strain – second read-out of WT yeast gro inh, no call of its own (marks repeat the call); inhibition, %; mitochondrial fusion phenotypic screen, mutant strain inhibition
Dynein transport cytoplasmic EGFP – also measured in Dynein transport; calls as there; z-score; measured here: cytoplasmic GR-EGFP intensity; active compounds read high
Dynein transport nuclear GR-EGFP – further read-out of Dynein transport, marked with its call; z-score; measured here: nuclear GR-EGFP intensity;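 lower value marks the stronger effect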
Dynein transport cell count – second read-out of Dynein transport, no call of its own (marks repeat the call); z-score; measured here: cell count per field
Insulin prom up cell count – also measured in Insulin prom up; calls as there; cell count; measured here: cytotoxicity, nuclei count;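 total cells summed across four imaged fields per well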
b-catenin transl cell count 5 µM – further read-out of b-catenin transl, marked with its call; cell count; measured here: cell count, cytotoxicity flag
MT stabilize HCS Hoechst-high % – second read-out of MT stabilize HCS, no call of its own (marks repeat the call); % Hoechst-high responders; measured here: nuclear condensation Hoechst responders;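 share of cells brighter than vehicle mean plus two SD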
MT stabilize HCS cytotoxicity % – further read-out of MT stabilize HCS, marked with its call; toxicity, %; measured here: cytotoxicity by cell density;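 0% = mean cell density of plate MIN control wells and 100% = no cells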
Autophagy mod cell loss 18 h – recorded beside Autophagy mod, whose call it bears; toxicity, %; measured here: cell loss, nuclei count;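 cell loss after 18 h compound exposure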
Numbers without * were called inactive; i = inactive; / = not tested or not shown; + = active, no number. Unless noted, no stated cut-off is given here; in the data, active means inhibition above about 50%; inactive means the rest.

SMILES	PMI inhibition	Yfh1-depleted yeast	Dynein transport	Dynein transport cytoplasmic EGFP	Dynein transport nuclear GR-EGFP	Dynein transport cell count	b-catenin transl	b-catenin transl cell count 5 µM	human PMI inhibition	Insulin prom up	Insulin prom up cell count	MT stabilize HCS	MT stabilize HCS Hoechst-high %	MT stabilize HCS cytotoxicity %	Autophagy mod	Autophagy mod cell loss 18 h	WT yeast gro inh	WT yeast gro inh mutant strain
Cc1nnc(N/N=C/C(C)c2ccccc2)[nH]c1=O (stereo unspecified)	/	i	0.4	-0.28	0.2	0.32	0.9	1271	/	-0.17	1022	/	/	/	/	/	/	/
COc1cc2c(cc1NC(=O)COC(=O)c1ccccc1)oc1ccccc12	10%	i	0.41	-0.13	-0.04	-0.43	0.2	1518	-1%	/	/	3.4	3.4	12	i	-3	-47	16
O=C(O)c1ccc(Cn2cnc3sc4c(c3c2=O)CCCC4)cc1	3%	i	0.42	-0.35	-0.44	3	0.2	1413	5%	-0.07	1406	1.4	1.6	8.3	i	13	-5	-5
O=C1/C(=C/c2ccncc2)Oc2cc(OS(=O)(=O)c3ccccc3)ccc21	/	i	-0.14	0.012	0.12	-1.5	3.1	1317	/	-0.48	1086	/	/	/	/	/	/	/
C=CCn1c(CC(=O)Nc2cccc(OC)c2)nnc1SCC(=O)NC1CCCCC1	-5%	i	-0.27	-0.16	-0.78	-0.011	-0.2	1045	-1%	-0.06	1920	3.3	1.5	1.4	i	0	0	11
COc1ccc(C(=O)OCCOc2ccccc2C(C)=O)c(O)c1	-6%	i	1.6	0.2	1.8	-2.5	-0.8	1094	-10%	-0.6	1312	1.4	1.7	0.6	i	-2	31	-18
CCN(CC)CCNC(=O)c1ccc2c(=O)n(CCc3ccccc3)c(=O)[nH]c2c1	12%	i	0.15	0.041	0.42	0.24	1.8	1408	12%	-1	922	4.8	3.8	5.6	i	5	-14	-22
O=C(NC1CCCC1)C(c1ccccn1)N(C(=O)c1csnn1)C1CC1 (stereo unspecified)	17%	i	0.53	-0.25	0.29	0.7	0.2	1038	17%	0.4	1897	5.5	2.9	3.8	i	-15	9	8
Cc1ccc2nc(Cl)c(CN(Cc3cccs3)C(=O)C3CC3)cc2c1	15%	i	-0.26	-0.13	-0.57	1.5	-2.9	1103	14%	0.22	1876	0.7	2.0	16	i	-1	21	21
O=C(COc1ccc(Br)cc1)Nc1ccccc1N1CCCC1	-25%	i	-0.011	-0.3	-0.042	-0.15	-3.2	1042	-10%	0.03	1559	3.6	1.2	9.7	i	0	-7	5
O=C(c1ccccc1NS(=O)(=O)c1ccc(F)cc1)N1CCc2ccccc21	8%	i	-0.95	-0.28	-0.7	0.83	-1.5	541	2%	-0.16	1335	1.5	3.1	4.5	i	-4	19	11
Brc1ccc(OCc2nnc(SCC3CCCCC3)o2)cc1	7%	i	-0.087	0.19	-0.3	0.67	-3.1	1080	14%	0.84	1528	3.9	1.6	6.8	i	19	53	6
N=C1C(c2ccccc2)=C(O)CN1c1cccc(O)c1	-4%	i	-0.42	-0.23	-0.092	0.14	-1.2	1076	-21%	/	/	2.8	1.8	4.0	i	18	0	3
Cc1nc(C)c(C(=O)C2=C(O)C(=O)N(CCCN(C)C)C2c2ccco2)s1 (stereo unspecified)	11%	/	/	/	/	/	-1.9	1216	2%	-0.43	899	/	/	/	/	/	/	/
c1ccc(-c2nnc3sc(-c4ccncc4)nn23)cc1	17%	i	-0.56	-0.2	-0.46	0.18	/	/	14%	0.27	1300	3.7	1.9	7.0	i	-12	0	1
CN(C(=O)Nc1ccccc1)C1CCS(=O)(=O)C1 (stereo unspecified)	12%	i	0.07	-0.24	-0.011	-0.9	2.5	1097	11%	0.14	1130	2.4	2.3	9.5	i	0	-17	19
O=C(CSc1nnc(NC(=O)C2CC2)s1)NCc1cccs1	13%	i	1.4	-0.039	1.1	-0.6	-1.2	1011	12%	-0.1	1183	3.8	2.1	11	i	-4	-2	-17
COc1ccc2oc(C(=O)C3CC3)c(N)c2c1	8%	i	-0.4	-0.16	-0.11	0.37	-5.3	991	7%	-0.38	1228	3.1	2.7	7.9	i	-17	3	-7
Cc1ccc(S(=O)(=O)N2CCCCCC2)cc1[N+](=O)[O-]	-4%	i	-0.18	-0.31	-0.32	0.15	1.6	870	6%	-0.31	1204	6.7	1.8	9.4	i	-18	-8	-12
CCOC(=O)CN1C(=O)C(O)(CC(=O)c2ccco2)c2ccccc21 (stereo unspecified)	-3%	i	-0.46	-0.17	-0.18	0.82	-0.7	1130	-3%	-0.2	1042	2.2	1.2	1.2	i	-9	-19	-11
COCCOc1ccc(C(F)(F)F)cc1NC(=O)c1ccc(C(F)(F)F)cc1	-4%	i	-0.53	-0.26	-0.23	0.26	-1.7	1247	7%	-0.65	1567	3.1	1.3	8.6	i	11	-9	7
CCOc1ccc(-n2c(SCC(=O)Nc3ccc(Br)cc3)nc3n[nH]c(C)c3c2=N)cc1	1%	i	-0.04	-0.13	-0.32	1	-1.4	1132	4%	-0.64	1220	4.2	2.3	4.1	i	-6	2	-2
COCCNC(=O)CN1CCC(n2c(C)nc3cc(C(F)(F)F)ccc32)CC1	-2%	i	-0.12	-0.12	0.34	-0.28	-1.3	1017	-1%	0.39	885	4.4	2.1	1.4	i	0	8	-15
O=C(NCc1cccnc1)C(=O)N/N=C/c1ccc([N+](=O)[O-])cc1	12%	i	-2.6	-0.3	-1.2	1.4	-0.1	987	-6%	-0.02	1581	4.4	1.3	6.1	i	-1	-4	11
O=S(=O)(NCC(c1cccnc1)N1CCN(c2ccccc2)CC1)c1cc(F)ccc1F (stereo unspecified)	-11%	i	-0.34	-0.24	-0.086	0.44	-4.7	1105	3%	-0.1	2021	3.5	2.0	2.5	i	1	27	23
CC(=O)c1cc2c(cc1NC(=O)c1ccccc1C)OCO2	-10%	i	1	-0.35	0.51	-1.1	0.1	1591	-3%	-0.44	1400	1.6	1.5	5.5	i	-5	-2	2
Cc1nn(-c2ccccc2)c(Cl)c1/C=N/NC(=O)C1COc2ccccc2O1 (stereo unspecified)	11%	i	0.25	-0.24	0.23	-0.45	-1.6	546	10%	0.15	1384	2.6	2.5	10	i	4	12	1
CC1=NN(C(=O)c2ccccc2Cl)C(O)(c2cccnc2)C1 (stereo unspecified)	-10%	i	0.049	-0.23	-0.54	0.12	-0.4	1585	-9%	0.74	1388	3.7	2.0	8.6	i	10	-15	-19
COc1cccc(CN2CCNC(=O)C2CC(=O)NCCOc2cccnc2)c1OC (stereo unspecified)	19%	i	0.8	-0.35	0.17	-0.72	0.5	1057	-3%	0	1397	2.4	2.4	6.9	i	-7	-9	1
CSc1ccccc1C(=O)Nc1cccc(C(C)=O)c1	-6%	i	-0.11	-0.11	0.26	0.026	3.5	962	-3%	0.33	858	1.2	1.5	8.5	i	5	-7	4

3 compounds from above with just b-catenin transl cell count 5 µM and MT stabilize HCS Hoechst-high %:
| Structure | b-catenin transl cell count 5 µM | MT stabilize HCS Hoechst-high % |
| --- | --- | --- |
| COCCNC(=O)CN1CCC(n2c(C)nc3cc(C(F)(F)F)ccc32)CC1 | 1017 | 2.1 |
| O=C(NCc1cccnc1)C(=O)N/N=C/c1ccc([N+](=O)[O-])cc1 | 987 | 1.3 |
| O=S(=O)(NCC(c1cccnc1)N1CCN(c2ccccc2)CC1)c1cc(F)ccc1F (stereo unspecified) | 1105 | 2.0 |

Further compounds
SMILES	PMI inhibition	Yfh1-depleted yeast	Dynein transport	Dynein transport cytoplasmic EGFP	Dynein transport nuclear GR-EGFP	Dynein transport cell count	b-catenin transl	b-catenin transl cell count 5 µM	human PMI inhibition	Insulin prom up	Insulin prom up cell count	MT stabilize HCS	MT stabilize HCS Hoechst-high %	MT stabilize HCS cytotoxicity %	Autophagy mod	Autophagy mod cell loss 18 h	WT yeast gro inh	WT yeast gro inh mutant strain
Cc1ccc(-n2cccn2)c(CN2CCCC(CNC(=O)c3ccc(F)cc3)C2)c1 (stereo unspecified)	2%	i	-0.28	-0.31	0.3	0.86	0.2	1462	0%	-0.47	1393	3.1	1.4	8.5	i	48	-6	-12
Cn1cnnc1SCc1ccc(C(=O)N=Nc2c(O)n(Cc3ccc(Cl)cc3)c3ccccc23)cc1	-6%	i	-0.91	0.025	-0.7	0.57	/	/	-3%	-0.66	1467	1.2	5.4	3.6	i	-9	4	-2
Cc1ccc(C(=O)O)cc1NC(=O)CCc1ccccc1	-2%	i	-0.68	-0.3	-0.25	0.62	4.3	928	0%	-0.84	1564	1.5	1.5	2.2	+	10.0*	4	12
O=C(Nc1ccccc1)Nc1cccc2nsnc12	32%	i	-0.19	-0.062	-0.15	-1.6	0.9	1523	7%	/	/	1.9	3.0	9.7	i	-6	29	0
COc1ccc(C2=C/C(=C/c3cccnc3)C(=O)O2)cc1OC	-3%	i	0.66	1	0.71	-1.9	1.2	999	-9%	/	/	3.1	2.8	7.7	i	-18	-2	-15
Cc1cc(C)nc(N/N=C/c2ccccc2OCc2ccc(Cl)cc2)n1	-15%	i	-0.59	-0.18	-0.48	0.34	0.2	1110	-19%	-0.4	1343	7.1	2.6	7.4	i	6	15	17

This is a random part of the collection; about 5% have a hit in one of these screens.
